Screening results (PubChem BioAssay)
Pf Dd2 inh – qHTS Primary assay for Inhibitors of Plasmodium falciparum Dd2 growth in vitro; Potency, µM (doses to about 28.9 µM), for inactives: at the highest dose activity, negative = inhibition, usual class: inhibitors; P. falciparum Dd2 growth, SYBR Green, 72 h; hit rate 4.3% among 120,000; active = well fitted inhibition curve with a large enough effect; inconclusive = small, poorly fitted or top-dose-only effect; inactive = no such curve, though single readings can be large or run the other way;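 note: plate controls were DMSO vehicle for no effect and reference drug for full effect; nearly all actives have a fitted effect of over 65% in size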
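Infected erythrocytes (Dd2, 0.3% parasitemia, 2.5% hematocrit final) are added to compound in RPMI-1640/Albumax II medium, grown 72 h at 37C in low oxygen, then lysed with saponin/Triton-X containing SYBR Green and read by fluorescence.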
An asterisk follows results filed as active; i = inactive; ? = inconclusive; [ ] = dose if it differs, or a comment. Potency is the fitted concentration of half-maximal effect. Only part of the results is shown. The share of hits here may be higher or lower than overall.

SMILES | Pf Dd2 inh
O=C(NC1CCc2n[nH]c(=O)n2CC1)c1ccoc1 (stereo not drawn) | 24%
COc1ccccc1-c1cc([C@H]2CN3CC[C@H]2C[C@@H]3CNC(=O)Nc2cccc(C#N)c2)n(C)n1 | -4%
Nc1ncccc1CN1CC[C@@H]2OCC(=O)N(Cc3ccccc3)[C@H]2CC1 | ?
CN(C)c1nc2c(c(=O)[nH]1)CCN(Cc1ccccc1Br)CC2 | 1.1µM*
COc1cccc(C(=O)NC(C(=O)N2CCCCC2)C2CCN(C(=O)c3ccc(F)cc3)CC2)c1 (stereo not drawn) | ?
CN1C(=O)CC(C(=O)O)C12CCN(C(=O)Cc1cccc(F)c1)CC2 (stereo not drawn) | -1%
Cc1ccc(C(=O)c2oc3ccccc3c2NC(=O)c2cc(-c3ccc(Cl)cc3)on2)cc1 | 26%
CCNc1ncnc2sc3c(c12)CCN(S(=O)(=O)c1ccccc1)C3 | ?
COc1ccc2[nH]c(C(=O)N3C[C@@H](Oc4ccccc4)C[C@H]3C(=O)N3CCCC3)cc2c1 | ?
Cn1ccc(C(=O)N2CC3ON=C(C(=O)N4CCN(c5ncccn5)CC4)C3C2)n1 (stereo not drawn) | -22%
CCOC(=O)c1c(NC(=O)COc2ccc(Cl)cc2C)sc(C(C)=O)c1C | 85%[activator]
CN(Cc1cccnc1)c1nc2c(c(=O)[nH]1)CCN(Cc1ccc3[nH]ccc3c1)CC2 | 40%[5.79 µM]
O=C(Cc1ccccc1)Nc1ccnn1C1CCN(Cc2cccn2-c2ccccn2)CC1 | ?
CN(C)C(=O)c1cccnc1OC1CCN(S(=O)(=O)Cc2ccc(Cl)cc2)C1 (stereo not drawn) | 34%[activator]
COc1ccc(Br)c2c1-c1nc(NC(=O)c3cccc(C)c3)sc1C2 | ?
CN1CC(c2ccccc2)CC2(CCN(C(=O)C3CCOCC3)CC2)C1 (stereo not drawn) | -9%
NCC(=O)N1CCCC2(Cc3ccccc3CN2C(=O)c2cccc(Cl)c2)C1 (stereo not drawn) | 11µM*
CN(Cc1cc(-c2ccccc2)n[nH]1)C(=O)c1cn(Cc2ccc(F)cc2Cl)nn1 | -15%
Cc1cc(Nc2ccc(C)c(Cl)c2)n2nc(Cc3ccccc3)nc2n1 | 8%
O=S(=O)(Nc1ccc(O)c(Sc2nc3ccccc3s2)c1)c1cc(Cl)ccc1Cl | 71%[activator]
Cc1ccc(C(=O)N2CCC3(CC2)Cc2ccccc2NC3=O)cc1 | ?
CCn1c(CN2CCCN(c3ncccn3)CC2)nnc1C1CC(N)C1 (stereo not drawn) | -24%
COc1ccc(-c2nn(C)c3sc(C(=O)Nc4cc(OC)c(OC)c(OC)c4)cc23)cc1OC | 11µM*
CNC(=O)[C@@H]1CN(C(=O)CCc2ccccc2OC)C[C@H]1CO | -4%
Cc1cc(Br)ccc1NC(=O)c1cn(C2CCCC2)c(=O)c2c1c1ccccc1n2C | ?
CN(C1CCc2nn(C)c(=O)n2CC1)S(=O)(=O)c1ccc2c(c1)CCCC2 (stereo not drawn) | i
O=C1NC(=NC2CCCC2)C2(CCCN(Cc3ccc(F)cc3)C2)N1c1cc(F)cc(F)c1 (stereo not drawn) | 7.9µM*
COc1ccc(C(=O)c2c(N)c(-c3nc(-c4ccccc4)cs3)c3ccccn23)cc1 | -9%
CN1CCCN(C(=O)c2cn(C)cn2)c2ccccc21 | -22%
Cc1cc(C)cc(N2C(=O)N(Cc3cccc(F)c3)c3ccccc3S2(=O)=O)c1 | ?
Cc1ccc(-c2cn3c(n2)sc2cc(C(=O)NCCC4=CCCCC4)ccc23)c(C)c1 | ?
CCC(Oc1ccc(F)cc1)C(=O)Nc1cc(-c2ccc(C)cc2)no1 (stereo not drawn) | -6%
CCOC(=O)c1ccc(CN(Cc2ccc(Br)cc2)S(=O)(=O)c2cccc(Cl)c2C)cc1 | ?
Cc1ccc(CNC(=O)C2(C)CCCCC(=O)N2)o1 (stereo not drawn) | 139%[activator]
Cc1ccccc1Oc1ncccc1CNC(=O)C(C)(C)n1cccc1 | -5%
CN1C(=O)CC(C(=O)O)C12CCN(Cc1cccc(OC(F)F)c1)CC2 (stereo not drawn) | 18%
CCOC(=O)c1ccccc1NC(=O)c1c2c(nc3ccccc13)C(=O)N(C1CCCCC1)C2 | i
COc1ccccc1-c1cnc(Nc2ccc(Cl)cn2)c2c1CCO2 | ?
O=C(NCc1nnc2c(-c3nc(C4CC4)no3)cccn12)c1cc(F)ccc1F | -23%
Cc1ccc(C)c(C(=O)NCc2nnc3cc(-c4nc(C)no4)ccn23)c1 | i

Entries above containing four or more nitrogen atoms, in the order listed:
SMILES | Pf Dd2 inh
O=C(NC1CCc2n[nH]c(=O)n2CC1)c1ccoc1 (stereo not drawn) | 24%
COc1ccccc1-c1cc([C@H]2CN3CC[C@H]2C[C@@H]3CNC(=O)Nc2cccc(C#N)c2)n(C)n1 | -4%
Nc1ncccc1CN1CC[C@@H]2OCC(=O)N(Cc3ccccc3)[C@H]2CC1 | ?
CN(C)c1nc2c(c(=O)[nH]1)CCN(Cc1ccccc1Br)CC2 | 1.1µM*
CCNc1ncnc2sc3c(c12)CCN(S(=O)(=O)c1ccccc1)C3 | ?
Cn1ccc(C(=O)N2CC3ON=C(C(=O)N4CCN(c5ncccn5)CC4)C3C2)n1 (stereo not drawn) | -22%
CN(Cc1cccnc1)c1nc2c(c(=O)[nH]1)CCN(Cc1ccc3[nH]ccc3c1)CC2 | 40%[5.79 µM]
O=C(Cc1ccccc1)Nc1ccnn1C1CCN(Cc2cccn2-c2ccccn2)CC1 | ?
CN(Cc1cc(-c2ccccc2)n[nH]1)C(=O)c1cn(Cc2ccc(F)cc2Cl)nn1 | -15%
Cc1cc(Nc2ccc(C)c(Cl)c2)n2nc(Cc3ccccc3)nc2n1 | 8%
CCn1c(CN2CCCN(c3ncccn3)CC2)nnc1C1CC(N)C1 (stereo not drawn) | -24%
CN(C1CCc2nn(C)c(=O)n2CC1)S(=O)(=O)c1ccc2c(c1)CCCC2 (stereo not drawn) | i
O=C1NC(=NC2CCCC2)C2(CCCN(Cc3ccc(F)cc3)C2)N1c1cc(F)cc(F)c1 (stereo not drawn) | 7.9µM*
CN1CCCN(C(=O)c2cn(C)cn2)c2ccccc21 | -22%
O=C(NCc1nnc2c(-c3nc(C4CC4)no3)cccn12)c1cc(F)ccc1F | -23%
Cc1ccc(C)c(C(=O)NCc2nnc3cc(-c4nc(C)no4)ccn23)c1 | i

Remaining list, next part.
SMILES | Pf Dd2 inh
C=CCNc1nc(C)nc2c1CCN(C(=O)Cc1nnc(N)s1)CC2 | -3%
COc1ccc(NC(=O)C2=C(C)Nc3ncnn3C2c2ccc(C)o2)cc1 (stereo not drawn) | 18%
CC(=O)Nc1cccc(NC(=O)C(=O)NCCc2csc3nc(-c4ccccc4F)nn23)c1 | 10%
CCOc1ccc(NC(=O)c2c(NCc3cccc(OC)c3OC)sc3c2CCC3)cc1 | ?
Cc1ccc(CN2CC(Oc3ccccc3C(=O)NC3CC3)C2)cc1 | ?
Cc1cc(-c2ccnc(-c3nnc(C)n3CCc3ccccc3)c2)ccn1 | i
Cc1ccc(NC(=O)CC2CCCN(c3cnn(C)c(=O)c3)C2)cc1F (stereo not drawn) | ?
CC(=O)N1CC2(CCN(C3COC3)CC2)Cc2ccccc21 | 108%[activator]
COc1ccc(C(=O)N2C[C@@H]3C[C@H](C2)c2c(NC(=O)c4ccc5c(c4)OCO5)ccc(=O)n2C3)cc1 | 14%
O=[N+]([O-])c1cccc(-c2noc([C@@H]3Cc4nc[nH]c4CN3Cc3ccc(F)cc3)n2)c1 | 10µM*
CCN1CCC2(CCC1=O)CN(C(=O)c1ccc(CSC)o1)CCN2C (stereo not drawn) | -7%
CCCC(=O)Nc1nnc(SCc2cc(=O)n3cccc(C)c3n2)s1 | -12%
Cc1nc2ccc(S(=O)(=O)NC(C(=O)N3CCN(c4ccc(Cl)cc4)CC3)C(C)C)cc2s1 (stereo not drawn) | -18%
CCOC(=O)C1CCN(C(=O)Cn2c(-c3cccs3)cc3cc(Cl)ccc32)CC1 | 52%[activator][0.594 µM]
CCNC(=O)c1ccc(CC2CCN(C(C)=O)CC2)cc1 | -29%
O=C(c1cccs1)N1CCCC(n2cc(-c3nc(C4CC4)no3)nn2)C1 (stereo not drawn) | i
CC(=O)c1ccc(NC(=O)CN(C)S(=O)(=O)c2cc3c(cc2C)NC(=O)CO3)cc1 | 16%
COc1cc(NC(=O)NC[C@H]2O[C@@H](CO)[C@@H](O)[C@H]2N(C)CCN(C)C)cc(OC)c1 | 25%
Cc1ccc(/C=C/C(=O)Nc2ccc(Cl)cc2Cl)cc1 | 6%
O=C1OCC2(CCN([S+](=O)([O-])c3ccc(C(F)(F)F)cc3)C2)N1Cc1ccccn1 (stereo not drawn) | -6%
COC(=O)c1cccc(CN2C(=O)SC(Nc3ccc(Br)cc3)C2=O)c1 (stereo not drawn) | 5%
COc1ccc(CCNC(=O)C(=O)NCC(c2cccs2)S(=O)(=O)c2ccc(F)cc2)cc1 (stereo not drawn) | 37%[activator]
COc1ccc(CN2CCCC3(COc4ccccc4[S+](=O)([O-])N3)C2)cc1 (stereo not drawn) | -2%
Cc1ccc(C2=Nc3ccccc3N(CC(=O)Nc3ccccc3C)C(=O)C2)cc1C | ?
CCc1nc2c(c(-c3ccc(Cl)cc3)n1)CCN(CCC(C)C)CC2 | -19%
O=C(NCc1ccc(F)cc1)N1CCCC(Cc2nncn2-c2ccccc2)C1 (stereo not drawn) | i
CC(C)NC(=O)N1CC(C(=O)NCC2CC2)CC(c2ccccc2)C1 (stereo not drawn) | 0%
CCc1noc([C@@H]2CC(F)(F)CN2C(=O)c2occc2C)n1 | i
Cc1noc(-c2ccn3c(CNC(=O)c4cc5ccccc5[nH]4)nnc3c2)n1 | i
COc1ccc(S(=O)(=O)NC[C@H]2C[C@@H]3CCN2C[C@@H]3CN(C)Cc2ccccc2)cc1 | 2µM*
COCCCn1c(C)cnc1C1CCN(C(=O)C2(c3ccc(OC)cc3)CC2)C1 (stereo not drawn) | ?
CN1Cc2ncnc(N3CCOCC3)c2CN(C2CCCCC2)C1=O | 1%[44.1 µM]
COc1ccc(OC)c(CN2CCC3(CC2)COCCN3C(=O)OCc2ccccc2)c1 | ?
Cc1csc(C(C)N(C)C(=O)c2cc(Cn3nc(C)cc3C)[nH]n2)n1 (stereo not drawn) | -2%
CNC(=O)Cn1nc(C2CCN(C(=O)c3cccc(F)c3)CC2)c2c1CCOC2 | i[5.79 µM]
CC(=O)c1cccc(NC(=O)C2CCCN(C(=O)c3cnn(-c4ccccc4)c3-n3cccc3)C2)c1 (stereo not drawn) | ?
Cc1cnc(C(=O)NC2C[C@H]3CC[C@@H](C2)N3C(=O)CCC2CCCC2)cn1 (stereo partly drawn) | i
O=C(C1CCCC1)N1CC2(Cc3ccccc3NC2=O)C1 | 8%[44.1 µM]
O=S(=O)(Nc1ccc(OC(F)(F)F)cc1)c1ccc(N2CCCCS2(=O)=O)cc1 | 13%
CC1(CCCCN2CCOCC2)COc2ccc(C(=O)Nc3cccnc3)cc2N1 (stereo not drawn) | ?
Cc1nn2c(=O)cc(COC(=O)c3ccc(NC(=O)C4CCCCC4)cc3)nc2s1 | -26%
CN(C(=O)CN1CCC2(CC1)C(C(=O)O)CC(=O)N2C)c1ccccc1 (stereo not drawn) | -7%
CC1=C[C@@H](CNCc2ccccn2)[C@H](C(C)C)C[C@H]1Cc1nnc(-c2ccc(N(C)C)cc2)o1 | ?
O=C1CC(c2ccccc2)N(C(=O)CNC(=O)Cn2c(=O)oc3ccccc32)CCCCCN1 (stereo not drawn) | -22%
COc1ccccc1NC(=O)CCn1nc(-c2ccccc2OC)c2c(C)cc(C)nc21 | ?
CCc1nc2c(c(-c3ccc(Cl)cc3)n1)CN(CC1CC1)CC2 | 4.5µM*
CCC(=O)Nc1ccccc1-c1nc2ccccc2n(CC(=O)c2ccc(C)c(C)c2)c1=O | ?
O=C(c1ccc2nccnc2c1)N1C[C@H]2CC[C@@H]1CN(C1CCOCC1)C2 | 1%
Cc1ccc2scc(N3CCCC(C)C3)c(=O)c2c1 (stereo not drawn) | 45%[activator]
C=C[C@H]1CN2CC[C@H]1C[C@@H]2CNC(=O)Nc1ccc(Br)cc1 | -24%[44.1 µM]

Next section:
SMILES | Pf Dd2 inh
Cn1ccc(C(=O)N2CC3ON=C(C(=O)NCc4ccc(F)cc4)C3C2)n1 (stereo not drawn) | 5%
CCC(C)NC(=O)CCCc1nnc2n(CC(C)C)c(=O)c3sccc3n12 (stereo not drawn) | 5%
CCn1cc(C(=O)N2CCN(c3ccccc3)CC2)c(=O)c2cc(S(=O)(=O)N(C)C3CCCCC3)ccc21 | ?
COC(=O)c1scc(-c2ccc(C)cc2)c1S(=O)(=O)Nc1cccc(C(F)(F)F)c1 | 20%
Cc1ccc(C2C=C(c3ccc(Cl)cc3)Nc3nc(NS(=O)(=O)c4ccccc4)nn32)cc1 (stereo not drawn) | 20%
Cc1ccc(C2=NC3(CCN(C(=O)COc4ccc(F)cc4)CC3)ON2)cc1 | ?
COc1nccc(N2CCC(CC(=O)NCCCN3CCCC3=O)CC2)n1 | -19%
COCCO[C@H]1C(=O)N(C2CCN(C(=O)CC(F)(F)F)CC2)[C@H]1c1ccncc1 | 4%
O=C(c1cccc(F)c1)N1CCC(c2nc(C3CCOCC3)no2)C1 (stereo not drawn) | 13%
COc1ccc(OC)c(NC(=O)C2Cc3ccccc3CN2S(=O)(=O)c2ccc(F)cc2)c1 (stereo not drawn) | ?
CCOc1ccc(-n2cc(-c3ccccc3)c3c(NCc4ccc(F)cc4)ncnc32)cc1 | -12%
COc1ccc(C(=O)NCc2nnc3ccc(-c4ccc(C)c(C)c4)nn23)cc1OC | ?
O=C1COc2ccc(-c3ccc(F)cc3)nc2CN1Cc1ccccc1F | -13%[44.1 µM]
COCc1cc(=O)n(CC(=O)Nc2ccccc2F)c(N2CCOCC2)n1 | 13%
COc1cccc(C(=O)N[C@@H]2CN(c3ccccn3)C[C@H]2CN(C)C)c1OC | -1%
